GPR7 antagonist: human neuropeptides B/W receptor 1 antagonism; P48145; GPR7-expressing cells, fluorescence antagonist assay; inhibition, % at 4.4 µM; actives 1.1% (n = 290,000); in the data active = inhibition above about 16%, passing the limit was not always enough;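 also: cells stimulated with the agonist NPW; 0% = agonist with vehicle and 100% = vehicle without agonist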
NALP1 inh: blocks the NALP1 inflammasome reconstituted in yeast | S. cerevisiae NALP1/ASC/caspase-1 growth, X-gal OD620, 72 h | inhibition, % at 10 µM | actives 0.61% (n = 280,000) | AID 2071; in the data active = inhibition mostly above about 24%, no sharp cut-off; inactive = mostly below about 32%; also: some compounds called inactive have numbers as strong as hits
IMP-1 inhibitor: blocks Pseudomonas aeruginosa IMP-1 metallo-beta-lactamase | actives 0.45% (n = 290,000) | AID 1556 | purified IMP-1, nitrocefin hydrolysis, epi-absorbance fluorescence | inhibition, % at 5.6 µM;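 active = inhibition above the mean plus 3 SD of all compounds in the same screening run, cut at about 4.5% in these data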;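 also: 0% = IMP-1 with DMSO and 100% = DMSO wells lacking enzyme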
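system = purified recombinant IMP-1 beta-lactamase | amount = 0.2 nM IMP-1, as dispensed | medium = HEPES buffer pH 7.1 with ZnSO4 and Brij 35 | times = 25 °C, 15 min preincubation, 25 min reaction | detection = plate fluorescence quenching by hydrolysis product, ex 480/em 530 nm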
IDE cell inh: inhibits human insulin-degrading enzyme in HEK cells; P14735; FAbetaB cleavage, fluorescence polarization; inhibition, % at 5.59 µM; actives 0.41% (n = 320,000); AID 434962;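 active = percent inhibition above the average of all tested compounds plus 3 SD, set per screening campaign, cut at about 16% in these data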;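 also: IDE supplied by intact live HEK cells; FP after avidin binding of uncleaved biotin substrate so inhibition keeps polarization high; 0% = DMSO wells and 100% = 60 µM reference IDE inhibitor Ii1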
p-CIP stab down: lowers stability of the mouse p/CIP coactivator protein; Q05BA5; F442A p/CIP-EGFP cells, EGFP fluorescence, 16 h; decrease of EGFP signal, % at 10 µM; actives 0.01% (n = 290,000);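 active = EGFP signal decrease of at least 30% at 10 µM or well 3 SD below plate mean, unless failing retest; inactive = the rest, including hits failing retest or dose response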; also: some compounds called inactive have numbers as strong as hits; many of its hits are not listed in these tables
Target sequence (Q05BA5 1-1403): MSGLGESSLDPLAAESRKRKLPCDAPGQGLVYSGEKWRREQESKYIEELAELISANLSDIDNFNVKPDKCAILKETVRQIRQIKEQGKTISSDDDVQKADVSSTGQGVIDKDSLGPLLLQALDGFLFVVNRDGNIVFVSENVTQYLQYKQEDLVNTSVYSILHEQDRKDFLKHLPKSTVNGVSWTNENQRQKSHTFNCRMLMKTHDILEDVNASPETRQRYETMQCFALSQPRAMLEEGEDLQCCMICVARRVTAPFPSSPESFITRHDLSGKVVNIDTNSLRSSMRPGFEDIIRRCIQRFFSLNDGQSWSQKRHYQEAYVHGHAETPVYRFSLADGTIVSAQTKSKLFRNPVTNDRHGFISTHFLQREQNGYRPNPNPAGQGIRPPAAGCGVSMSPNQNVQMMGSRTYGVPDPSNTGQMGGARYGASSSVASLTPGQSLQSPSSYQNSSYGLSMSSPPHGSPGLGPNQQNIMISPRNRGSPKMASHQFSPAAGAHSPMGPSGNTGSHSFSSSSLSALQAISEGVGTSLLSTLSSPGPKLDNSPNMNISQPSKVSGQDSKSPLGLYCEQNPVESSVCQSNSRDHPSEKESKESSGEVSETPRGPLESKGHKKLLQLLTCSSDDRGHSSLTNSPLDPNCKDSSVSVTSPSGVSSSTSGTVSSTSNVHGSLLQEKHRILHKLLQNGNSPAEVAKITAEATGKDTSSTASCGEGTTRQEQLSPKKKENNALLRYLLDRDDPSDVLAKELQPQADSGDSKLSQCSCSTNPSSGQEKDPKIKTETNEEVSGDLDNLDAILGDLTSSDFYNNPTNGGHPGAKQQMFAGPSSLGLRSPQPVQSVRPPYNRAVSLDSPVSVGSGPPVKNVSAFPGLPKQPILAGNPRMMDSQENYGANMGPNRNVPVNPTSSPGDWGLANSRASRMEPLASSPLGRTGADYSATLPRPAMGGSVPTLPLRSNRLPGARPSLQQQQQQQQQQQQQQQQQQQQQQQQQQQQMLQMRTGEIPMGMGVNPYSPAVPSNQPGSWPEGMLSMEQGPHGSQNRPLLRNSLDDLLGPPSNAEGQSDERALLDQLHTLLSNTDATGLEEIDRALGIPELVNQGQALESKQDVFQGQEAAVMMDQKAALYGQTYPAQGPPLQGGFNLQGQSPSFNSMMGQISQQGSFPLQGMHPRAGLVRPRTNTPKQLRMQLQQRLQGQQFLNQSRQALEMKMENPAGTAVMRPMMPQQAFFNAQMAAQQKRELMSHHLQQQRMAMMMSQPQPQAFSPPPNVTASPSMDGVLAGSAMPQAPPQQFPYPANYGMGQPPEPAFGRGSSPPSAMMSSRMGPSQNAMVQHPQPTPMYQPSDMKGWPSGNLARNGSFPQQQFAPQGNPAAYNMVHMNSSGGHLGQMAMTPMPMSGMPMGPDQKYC
M18AAP inhibitor: blocks P. falciparum M18 aspartyl aminopeptidase | actives 1.2% (n = 290,000) | recombinant PfM18AAP, H-Glu-NHMec fluorogenic cleavage | inhibition, % at 7.35 µM;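 active = inhibition above the campaign mean inhibition over all tested compounds plus 3 SD, cut at about 28% in these data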;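 also: 0% = plate median of test compound wells and 100% = 2 mM ZnCl2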
VIM-2 inh: blocks Pseudomonas aeruginosa VIM-2 metallo-beta-lactamase; purified VIM-2, nitrocefin hydrolysis, epi-absorbance fluorescence; inhibition, % at 5.6 µM; actives 0.89% (n = 290,000); AID 1527;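 active = inhibition above the mean of all tested compounds plus 3 SD, cutoff set per screening run, cut at about 7.5% in these data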;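 also: red hydrolysis product quenches plate fluorescence so inhibitors raise well fluorescence; 0% = enzyme with DMSO and 100% = DMSO without enzyme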
IDE act: activators of human insulin-degrading enzyme in cells. activation, % at 5.96 µM. actives 0.073% (n = 340,000). P14735. HEK cells, FAbeta-B cleavage, fluorescence polarization; 0% vehicle, 100% cell-free pure enzyme wells;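 active = activation above the mean of all tested compounds plus 3 SD, set per screening campaign, cut at about 17% in these data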
PHOSPHO1 inh: inhibitors of human PHOSPHO1 phosphatase. actives 1.1% (n = 290,000). AID 1565. recombinant PHOSPHO1, absorbance phosphatase assay. inhibition, % at 13.3 µM; in the data active = inhibition above about 60%
The depositor's hits bear a star; . = no result given; & = joins results of further samples. These rows are one share of the data, so the mix of outcomes need not match the whole.

Compound	GPR7 antagonist	NALP1 inh	IMP-1 inhibitor	IDE cell inh	p-CIP stab down	M18AAP inhibitor	VIM-2 inh	IDE act	PHOSPHO1 inh
COc1ccc(NC(=S)NC(NC(=O)CF)C(Cl)(Cl)Cl)c([N+](=O)[O-])c1 (stereo unspecified)	-8	12	-0.6	-4	2	-10	-0.1	1	-2
CN1CCN(/N=C/c2c[nH]c3ccccc23)CC1	-10	-1	-3.2	3	0	4	-2.1	5	20
Cc1c(N=Cc2c(O)n(Cc3ccccc3)c(=O)[nH]c2=O)c(=O)n(-c2ccccc2)n1C	-17	33	-2.0	1	3	3	-2.6	-1	-1
COCCOC(=O)c1c(N)n(Cc2ccc(OC)cc2)c2nc3ccccc3nc12	30*	-4	-0.8	-4	-9	35*	4.1	3	-3
CCN(CC)CCN=Cc1c(O)n(CCC2=CCCCC2)c(=O)[nH]c1=O	-12	12	-4.7	3	3	2	-0.5	4	11
CC1CN(c2ccc([N+](=O)[O-])c(N3CCCCC3)c2)CCN1 (stereo unspecified)	0	23	-2.0	4	1	-7	1.0	.	32
CCc1sc(C(=O)N2CCC3(CC2)OCCO3)cc1Br	2	9	-2.9	1	-7	-1	-1.9	3	-8
N=C1SCC(=O)N1Cc1ccccc1	-12	4	-3.6	2	-6	2	-2.7	.	-17
CCN1C[C@]2(OC(=O)c3ccccc3NC(C)=O)CCC(OC)C34C5C[C@H]6C(OC)[C@]5(O)[C@](O)(C[C@@H]6OC)C(C[C@@H]32)[C@H]14 (stereo partly specified)	-2	7	-4.6	1	-1	-3	1.1	6	20
O=c1[nH]c(=S)n(C2CC2)c(O)c1C=NCCc1ccccc1	-9	14	-0.9	2	1	-3	-0.7	.	27

Further results
Compound	GPR7 antagonist	NALP1 inh	IMP-1 inhibitor	IDE cell inh	p-CIP stab down	M18AAP inhibitor	VIM-2 inh	IDE act	PHOSPHO1 inh
CSc1ccc(CNC(C)C(O)c2ccccc2)cc1 (stereo unspecified)	-7	18	-1.8	1	9	1	-3.1	-3	24
CCN1CC2([N+](=O)[O-])CC=C(Cl)C([N+](=O)[O-])(C1)C2 (stereo unspecified)	-13	6	-1.8	-4	0	1	-2.0	-2	56
COc1ccc(N2C(=O)/C(=C/c3ccc(N(C)C)o3)C(=O)NC2=S)cc1	-10	1	1.1	16	-38	13	-4.8	-17	48
CNCC(O)c1ccc(O)cc1 (stereo unspecified)	-18	22	-2.3	2	2	2	-2.7	.	-11
O=C1NC(=S)NC(=O)C1=Cc1ccc(OCC(=O)N2CCCC2)cc1	8	7	-2.3	9	-3	-39	-1.6	2	3
O=C1OCc2cc(N=Nc3c(O)[nH]c(=O)[nH]c3=O)ccc21	-6	17	-2.0	5	-8	-2	-1.7	4	19
CCN(CC)CC(=O)Nc1ccc(Cl)cc1C(=O)c1ccccc1	-12	.	1.5	0	.	6	-0.4	5	.
COc1ccc(N2C(=O)CC(=O)NC2=O)cc1	1	18	-0.7	2	-5	5	-0.1	-2	14
Nc1ccc([As](=O)(O)O)cc1	-16	20	-1.8	1	4	2	-3.9	1	8
CC(C)c1ccc(-n2c(O)c(/C=N/N3CCOCC3)c(=O)[nH]c2=S)cc1	-2	.	-3.1	-1	-5	4	-3.3	4	46

Other records follow:
Compound	GPR7 antagonist	NALP1 inh	IMP-1 inhibitor	IDE cell inh	p-CIP stab down	M18AAP inhibitor	VIM-2 inh	IDE act	PHOSPHO1 inh
O=C(N/N=C/c1c(O)n(CCC2=CCCCC2)c(=O)[nH]c1=O)c1ccccc1	-11	10	-2.8	1	-3	-1	-3.1	8	4
CCc1c(C)nc(N)nc1N1N=C1SC(C(C)=O)C(C)=O	13	26	-0.7	1	7	11	-2.2	-7	-20
CC(=O)OCC[N+](C)(C)C	8&9	20&23	-3.9&-0.6	-3&-5&-4	-5	-7&-7	-2.8&0.2	6&3&0	-4
Cc1nn(Cc2ccccc2)c(Cl)c1C(=O)OCC(=O)N1CCCC1	-16	12	-2.6	-4	-1	0	-1.4	1	4
COC(=O)c1ccccc1-n1c(C)nc2ccccc2c1=O	-9	8	-2.5	3	2	-4	-4.1	-3	2
Fc1ccccc1CNC1CN2CCC1CC2 (stereo unspecified)	-1	5	-2.3	2	-2	3	-5.0	3	-25
CN1CCN(c2ccc(/C=C3\C(=O)NC(=S)N(c4cccc(Br)c4)C3=O)o2)CC1	3	8	-1.2	2	-12	2	-3.5	-36	-17
C[C@H]1OC[C@@H](C[N+](C)(C)C)O1	9	14	-1.0	0	1	3	-2.3	1	13
CCOc1cc(/C=C2\C(=O)NC(=O)N(CCc3ccc(F)cc3)C2=O)ccc1O	-3	.	-1.8	10	-11	9	-1.5	6	18
COc1cc(/C=C2\C(=O)NC(=O)N(CCc3ccc(F)cc3)C2=O)ccc1O	-9	-9	0.9	5	1	12	-1.1	3	-5

A draw from above in order of formula weight, ascending.
Compound	GPR7 antagonist	NALP1 inh	IMP-1 inhibitor	IDE cell inh	p-CIP stab down	M18AAP inhibitor	VIM-2 inh	IDE act	PHOSPHO1 inh
COC(=O)c1ccccc1-n1c(C)nc2ccccc2c1=O	-9	8	-2.5	3	2	-4	-4.1	-3	2
CCc1c(C)nc(N)nc1N1N=C1SC(C(C)=O)C(C)=O	13	26	-0.7	1	7	11	-2.2	-7	-20
CN1CCN(c2ccc(/C=C3\C(=O)NC(=S)N(c4cccc(Br)c4)C3=O)o2)CC1	3	8	-1.2	2	-12	2	-3.5	-36	-17

(list continues)
Compound	GPR7 antagonist	NALP1 inh	IMP-1 inhibitor	IDE cell inh	p-CIP stab down	M18AAP inhibitor	VIM-2 inh	IDE act	PHOSPHO1 inh
O=[N+]([O-])c1ccc(C2C3C(c4ccccc4)=NC4(CCCCC4)N32)cc1 (stereo unspecified)	10	10	-0.9	-2	-4	-1	-0.4	2	65*
CCOC(=O)C(O)(c1ccc(N(CC)C(=O)OC)cc1)C(F)(F)F (stereo unspecified)	-4	2	-7.5	-2	1	-3	-2.0	2	2
CN(C/N=C(\N)N[N+](=O)[O-])S(=O)(=O)c1ccccc1	0	26	-3.1	0	-18	2	-3.5	.	8
CN(C)CCN=Cc1c(O)n(Cc2ccco2)c(=O)[nH]c1=O	19	3	0.4	-2	-1	2	-2.5	6	55
O=C1NC(c2cc3ccccc3nc2Cl)Nc2ccccc21 (stereo unspecified)	-14	33	-0.4	-3	-12	5	-2.6	2	-8
CNC(=O)O/N=C/c1nn(C(=O)C(C)(C)C)cc1Br	-8	19	-1.6	-1	-11	1	-1.9	1	21
CCNc1ccc(P(=S)(N(C)C)N(C)C)cc1	14	27	1.3	0	-11	-11	3.7	6	-7
COc1ccc(OC)c(NC(=O)N2C[C@H]3C[C@@H](C2)c2cccc(=O)n2C3)c1	-6	4	-0.5	5	0	3	0.2	4	-2
Cc1ccsc1C(=O)C1CCCN(Cc2cnc(N(C)C)s2)C1 (stereo unspecified)	-4	19	-0.5	2	11	-2	-1.8	.	-12
O=C(Nc1nccs1)c1c(O)c2c(n(Cc3ccco3)c1=O)CCCC2	8	14	-2.8	3	-9	-4	-2.5	3	-8

The listing continues:
Compound	GPR7 antagonist	NALP1 inh	IMP-1 inhibitor	IDE cell inh	p-CIP stab down	M18AAP inhibitor	VIM-2 inh	IDE act	PHOSPHO1 inh
O=S1(=O)CC2(N3CCOCC3)CCCCCCC21 (stereo unspecified)	-8	5	1.0	4	-4	-3	1.5	3	18
Fc1ccc(Cn2nnnc2C(c2ccc(F)cc2)N2CC=C(c3ccc(F)cc3)CC2)cc1 (stereo unspecified)	-3	-10	-3.4	0	4	10	-2.1	3	-12
O=C1CC(=O)N(c2cccc(C(F)(F)F)c2)C(=O)N1	-12	26	-1.3	0	-11	2	-0.4	1	24
Cc1cccc(NC(=O)N2C[C@H]3C[C@@H](C2)c2cccc(=O)n2C3)c1	-6	-8	4.1	2	-2	5	0.7	-1	13
Nc1c2c(nc3ccccc13)CCN(Cc1ccccc1)C2	0	4	1.6	-3	-12	25	4.0	7	9
COc1ccc(/C=C/C(=O)c2c(O)n(CCC3=CCCCC3)c(=O)[nH]c2=O)cc1	6	16	-1.1	4	-10	1	-0.1	8	2
COc1ccc(-c2nn(CCC#N)cc2C(=O)Nc2ccc(C(C)=O)cc2)cc1	-4	13	-2.5	-3	-5	2	-2.0	2	40
CC1(C)CN=C(Nc2ccccc2C(F)(F)F)S1	-4	12	-1.4	-1	-4	2	-3.2	4	11
FC(F)(F)c1ccc2c(c1)NP(=S)(N1CCOCC1)c1nccn1-2 (stereo unspecified)	-5	8	-2.8	-2	-2	0	-1.2	2	-3
CCN1CCC(NCC2CCCCC2)CC1	-6	.	-3.0	5	-17	8	-1.2	1	.

More structures:
Compound	GPR7 antagonist	NALP1 inh	IMP-1 inhibitor	IDE cell inh	p-CIP stab down	M18AAP inhibitor	VIM-2 inh	IDE act	PHOSPHO1 inh
COc1ccc2c(c1O)[C@]13CCN(C)[C@H](C2)[C@@H]1CCC(=O)C3	-5	14	-2.4	-1	-8	6	-2.7	6	23
CCOC(=O)c1cc(C)n(CCc2cnc[nH]2)c1C	-4	17	-3.1	4	-10	-6	0.0	2	-6
CN1C(=O)N(C)C(=O)C(CCc2ccccn2)(CCc2ccccn2)C1=O	-5	7	-1.3	0	5	-5	0.2	1	19
O=C(NCc1ccccc1)c1cccn(Cc2cccc(Cl)c2)c1=O	0	10	-2.5	-4	-6	4	-1.5	4	33

Only IMP-1 inhibitor, IDE act and VIM-2 inh (7 entries from above):
smiles | IMP-1 inhibitor | IDE act | VIM-2 inh
COc1ccc2c(c1O)[C@]13CCN(C)[C@H](C2)[C@@H]1CCC(=O)C3 | -2.4 | 6 | -2.7
Cc1c(N=Cc2c(O)n(Cc3ccccc3)c(=O)[nH]c2=O)c(=O)n(-c2ccccc2)n1C | -2.0 | -1 | -2.6
O=C(Nc1nccs1)c1c(O)c2c(n(Cc3ccco3)c1=O)CCCC2 | -2.8 | 3 | -2.5
CN(C)CCN=Cc1c(O)n(Cc2ccco2)c(=O)[nH]c1=O | 0.4 | 6 | -2.5
CCN1CC2([N+](=O)[O-])CC=C(Cl)C([N+](=O)[O-])(C1)C2 (stereo unspecified) | -1.8 | -2 | -2.0
CCN1CCC(NCC2CCCCC2)CC1 | -3.0 | 1 | -1.2
CCN(CC)CCN=Cc1c(O)n(CCC2=CCCCC2)c(=O)[nH]c1=O | -4.7 | 4 | -0.5
